Bioassay records: PubChem BioAssay, Vanderbilt University
GIRK2 act: Activators of human GIRK2-containing channels; HEK293 GIRK2/NPY4 cells, thallium flux fluorescence; activation (% efficacy), % for hits at 37.5 µM; 34,000 tested, under 10 active; AID 1259324;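 active = primary screen hit, no activity in plain HEK293 cells, and in GIRK2-only cells above 5% efficacy rising with concentration; inactive = the rest, including fluorescent compounds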;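 note: efficacy is normalized control-subtracted fluorescence 15 s after thallium addition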
Target sequence (P48051 whole entry, looked up): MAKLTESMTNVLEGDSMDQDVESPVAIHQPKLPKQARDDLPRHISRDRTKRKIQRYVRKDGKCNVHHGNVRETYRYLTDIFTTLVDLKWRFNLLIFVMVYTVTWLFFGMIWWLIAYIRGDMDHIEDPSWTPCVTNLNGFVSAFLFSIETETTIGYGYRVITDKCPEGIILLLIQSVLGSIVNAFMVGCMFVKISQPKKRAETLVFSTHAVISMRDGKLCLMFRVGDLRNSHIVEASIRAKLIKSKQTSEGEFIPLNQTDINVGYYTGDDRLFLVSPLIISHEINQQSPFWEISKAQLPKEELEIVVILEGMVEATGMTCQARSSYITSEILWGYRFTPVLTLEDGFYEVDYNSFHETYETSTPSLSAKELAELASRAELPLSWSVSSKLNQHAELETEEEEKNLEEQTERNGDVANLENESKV
Calls only; i = inactive. The list is partial, so the mix of outcomes need not match the whole.

SMILES	GIRK2 act
CC(C)c1ccc(NC(=O)C(=O)NCC2(c3cccs3)CCOCC2)cc1	i
COC(=O)c1ccccc1NC(=O)c1ccc(=O)n(Cc2ccc(F)cc2)c1	i
COCCNC(=O)Nc1ccc(OC)c(N2CCCCC2=O)c1	i
Cc1cc(C)n(CCNC(=O)CN2CCN(c3ccc4c(c3)OCCO4)C2=O)n1	i
C=CCNc1oc(-c2ccco2)nc1S(=O)(=O)c1ccc(C)cc1	i
CCn1nnc2c(N3CCN(CC(=O)NC)CC3)ncnc21	i
COc1ccc(Cl)cc1C(=O)NCCNc1cc(-n2ccnc2C)ncn1	i
O=C(CCCS(=O)(=O)c1ccccc1)Nc1nc(-c2ccc([N+](=O)[O-])cc2)cs1	i
O=C(Nc1nc2ccccc2s1)c1ccc(S(=O)(=O)NCC2CCCO2)o1 (stereo not drawn)	i
O=C(NCC1(c2ccc(F)cc2)CC1)c1ccc2c(c1)OCO2	i
COC(=O)c1cc(C(C)C)nc2c1c(-c1ccc(Cl)cc1)nn2C1CCS(=O)(=O)C1 (stereo not drawn)	i
CSc1ccccc1NC(=O)C(=O)NCC(O)c1cccn1C (stereo not drawn)	i
COc1ccccc1NC(=O)N1CCC(CNC(=O)CCSc2ccccc2)CC1	i
CC(C)NC(=O)N1CCCC(c2nnc(Cc3ccccc3)s2)C1 (stereo not drawn)	i
CCOc1ccccc1NC(=O)Cn1nc(-c2cc(C)c(C)cc2C)ccc1=O	i
CCOc1ccc(-c2nc(COC(=O)c3nnn(-c4ccc(F)cc4)c3C)c(C)o2)cc1OC	i
O=C(c1ccc2c(c1)OCO2)N1CCC(c2nnc(C3CC3)o2)CC1	i
CC1Cc2c(NC(=O)/C=C\c3ccc4c(c3)OCO4)nn(C)c2NC1=O (stereo not drawn)	i
Cc1cc(NS(=O)(=O)C(C)C)ccc1N1CCCCC1=O	i
COc1ccc(SCC2CCN(S(=O)(=O)c3c(F)cccc3F)CC2)cc1	i
Cc1ccc(C(CNC(=O)C2(c3ccccc3)CCOCC2)N2CCOCC2)cc1 (stereo not drawn)	i
Cc1nn(-c2ccccc2)c2ncc(C(=O)Nc3ccc(F)cc3F)c(Cl)c12	i
COCCCn1c(O)c(C=Nc2ccc(C(C)=O)cc2)c(C)c(C#N)c1=O	i
COc1ccc(C)cc1S(=O)(=O)NCC1CCN(Cc2ccco2)CC1	i
CCOC(=O)Nn1cnc2c(cnn2C(C)(C)C)c1=O	i
COc1ccc(F)cc1S(=O)(=O)NCC1(c2cccs2)CC1	i
O=C(Cc1ccc(F)cc1)Nc1ccc2c(c1)N(C(=O)C1CCCC1)CC2	i
CSc1ncccc1C(=O)N1CCC(CNC(=O)C(=O)NCCC2=CCCCC2)CC1	i
Cc1c(Cl)cccc1S(=O)(=O)NC1CNC(=O)C1 (stereo not drawn)	i
COc1cccc(C(CNC(=O)C(=O)Nc2cccc(NC(C)=O)c2)N2CCOCC2)c1 (stereo not drawn)	i

Ordered by formula weight (ascending): part of the list above.
SMILES	GIRK2 act
Cc1c(Cl)cccc1S(=O)(=O)NC1CNC(=O)C1 (stereo not drawn)	i
O=C(c1ccc2c(c1)OCO2)N1CCC(c2nnc(C3CC3)o2)CC1	i
CCOc1ccccc1NC(=O)Cn1nc(-c2cc(C)c(C)cc2C)ccc1=O	i

Next section
SMILES	GIRK2 act
COc1ccc(COCC(O)CN2CCCCC2)cc1OC (stereo not drawn)	i
CC(C)(C)n1nc2c(c1NC(=O)C(=O)NC1CCCCC1)CSC2	i
CCCN1C(=O)NC2(CCN(S(=O)(=O)c3cc(OCC)ccc3OCC)CC2)C1=O	i
Cc1noc(C2CN(S(=O)(=O)c3cccc(Cl)c3C)C2)n1	i
COc1ccc(S(=O)(=O)N2CCN(c3ccc(Nc4ccncc4)nn3)CC2)cc1	i
Cc1cnn(C)c1C(=O)Nc1ccc2sccc2c1	i
NS(=O)(=O)c1ccc(NC(=O)c2ccc(=O)n(Cc3c(F)cccc3Cl)c2)cc1	i
CC1CCN(c2ccc(N3CCN(C(=O)c4ccccc4F)CC3)nn2)CC1	i
CS(=O)(=O)N1CCCC(C(=O)Nc2nnc(-c3cccs3)o2)C1 (stereo not drawn)	i
Cc1ccc(NC(=O)c2ccc(Cl)c([N+](=O)[O-])c2)cc1N1CCCCC1=O	i
O=C(NCc1cnn2ccccc12)Nc1ccccc1C(F)(F)F	i
Cc1[nH]c(=O)nc(SCC(=O)N2CCN(c3ccccc3)CC2)c1C#N	i
CN(C)C(CNC(=O)C(=O)Nc1ccc2c(c1)OCO2)c1ccc(F)cc1 (stereo not drawn)	i
CS(=O)(=O)N1CCC(C(=O)Nc2ccc(CC(=O)NC3CC3)cc2)CC1	i
COc1ccccc1OCC(=O)Nc1sc(SC)nc1-c1ccccc1	i
COc1ccc(NC(=O)c2ccc(=O)n(CC(=O)Nc3ccc(C)c(Cl)c3)n2)cc1	i
O=c1oc2cc(OC/C=C/c3ccccc3)ccc2cc1-c1ccccn1	i
COC(=O)c1ccc(NC(=O)Cc2csc(-n3cccc3)n2)cc1	i
COc1ccc(S(=O)(=O)CC(=O)Nc2nc(-c3ccc(Cl)c(Cl)c3)cs2)cc1	i
CCc1nc2sc(C(c3cccc(Cl)c3)N3CCCC(C)C3)c(O)n2n1 (stereo not drawn)	i
NS(=O)(=O)c1ccc(CCNC(=O)C(=O)Nc2ccc(F)c([N+](=O)[O-])c2)cc1	i
CN1CCN(n2c3c(c(SCC(=O)Nc4cccc([N+](=O)[O-])c4)nc2=O)CCCC3)CC1	i
Cc1nc(NCC2CCCO2)nc(NCc2ccccc2)c1[N+](=O)[O-] (stereo not drawn)	i
O=C(NCCC1=CCCCC1)C(=O)NCC1CCCO1 (stereo not drawn)	i
CCCCc1ccc(-n2nnc(C(=O)N(C)C3CCS(=O)(=O)C3)c2C)cc1 (stereo not drawn)	i
CCCCC(=O)NCCN1CCN(S(C)(=O)=O)CC1	i
COc1ccc(S(=O)(=O)CCCC(=O)N(CCN(C)C)c2nc3c(F)cccc3s2)cc1	i
Cc1cc(C)nc(-n2nc(C(C)(C)C)cc2OCC(=O)N2CCc3ccccc32)n1	i
COc1cc(NC(=O)c2ccc3ccccc3c2)ccc1N1CCCCC1=O	i
COc1ccc(-c2nnc(NC(=O)c3cccc(Cl)c3)o2)cc1OC	i
Cc1ccc(NC(=O)Cn2c(-c3ccc(F)cc3)ncc(C#N)c2=O)cc1	i
Cn1nnc2c(SCc3c(F)cccc3Cl)ncnc21	i
COc1cc(NC(=O)CCCn2nc(-c3ccc(Cl)cc3)ccc2=O)cc(OC)c1	i
COc1cccc(NC(=O)CCCn2nc(-c3ccc(Cl)cc3)ccc2=O)c1	i
O=C(N1CCC(Cn2cccn2)CC1)C1(c2ccccc2)CCOCC1	i
CC(C)c1cc(=O)n2c(n1)SCC2CC(=O)NCc1cccs1 (stereo not drawn)	i
O=C(Cn1c(C2CC2)nc2c(cnn2-c2ccccc2)c1=O)Nc1cccc(Cl)c1	i
COc1cc(NC(=O)NC(C)C)c2ncccc2c1	i
Cc1nnc(NC(=O)C2CCCN(Cc3nc(-c4cccnc4)no3)C2)s1 (stereo not drawn)	i
CCOc1ccc(Cc2nnc(Nc3cc(OC)ccc3OC)[nH]c2=O)cc1	i
CC(C)(C)c1cc(NC(=O)C2(c3cc(-c4cccs4)on3)CC2)on1	i
CC1CN(C)CCN1CC1CCN(C(=O)c2c(F)cccc2F)CC1 (stereo not drawn)	i
CCCc1cc(NCCN(C)C)n2nc(C)c(-c3ccccc3)c2n1	i
O=S(=O)(NCCOc1ccc(-c2cccs2)nn1)c1ccc2c(c1)OCCO2	i
Cc1ccc(NC(=O)NCCCn2nc(-c3ccco3)ccc2=O)c(C)c1	i
O=C(CCCCCn1c(=S)[nH]c2ccccc2c1=O)NCc1ccc(F)cc1	i
O=C(Cn1c2c(c(=O)n(C3CCCCC3)c1=O)CCC2)NCCCN1CCOCC1	i
Cc1cc(-c2nnc(NC(=O)c3ccc(S(=O)(=O)N(C)C)cc3)o2)n(C)n1	i
COc1ccc(OC)c(-c2ccc(SCC(=O)Nc3nc4ccccc4s3)nn2)c1	i
Cn1ccc(C(=O)Nc2nnc(-c3cccs3)o2)n1	i
Cc1cc(=O)[nH]c(-n2nc(C)c(CCC(=O)Nc3ccccc3C(N)=O)c2C)n1	i
COc1ccc(COCC(O)CN2CCN(c3ccccc3F)CC2)cc1OC (stereo not drawn)	i
COc1ccc(Cl)cc1NC(=O)CCCn1nc(-c2cccs2)ccc1=O	i
COc1ccc(Cc2nnc(Nc3ccc(OC)c(OC)c3)[nH]c2=O)cc1	i
CN(C)C(=O)Cc1ccc(NC(=O)C2(c3ccc(F)cc3)CC2)cc1	i
Cc1ccc2nc(N(CCCN(C)C)C(=O)c3ccnn3C)sc2c1	i
COc1ccc(S(=O)(=O)N2CCCc3cc(NC(=O)NCc4cccs4)ccc32)cc1	i
Cn1nc(NC(=O)c2ccc([N+](=O)[O-])o2)c2c1NC(=O)CC2c1ccco1 (stereo not drawn)	i
CS(=O)(=O)N1CCC(CNC(=O)c2ccco2)CC1	i
CC(Oc1cccc(F)c1)C(=O)N1CCN(CCn2ncccc2=O)CC1 (stereo not drawn)	i

Part of the list above, set out differently.
COc1ccc(Cc2nnc(Nc3ccc(OC)c(OC)c3)[nH]c2=O)cc1
  GIRK2 act: i
CN(C)C(=O)Cc1ccc(NC(=O)C2(c3ccc(F)cc3)CC2)cc1
  GIRK2 act: i
Cc1ccc2nc(N(CCCN(C)C)C(=O)c3ccnn3C)sc2c1
  GIRK2 act: i
COc1ccc(S(=O)(=O)N2CCCc3cc(NC(=O)NCc4cccs4)ccc32)cc1
  GIRK2 act: i

(more compounds)
SMILES	GIRK2 act
O=C(CCc1csc(NC(=O)c2ccccc2)n1)Nc1nc2ccc(Cl)cc2s1	i
COc1ccc(C(=O)Nc2ccc3c(c2)CCCN3S(C)(=O)=O)c(OC)c1	i
COc1ccc(OC)c(S(=O)(=O)N2CCC(c3nnc(-c4ccc(F)cc4)o3)CC2)c1	i
O=C(CN1CCN(c2nccn2-c2cccc(Cl)c2)CC1)N1CCc2ccccc21	i
Cc1ccccc1NC(=O)c1ccc(=O)n(Cc2ccccc2F)c1	i
CCNc1cc(NCCNS(=O)(=O)c2ccccc2C(F)(F)F)nc(C)n1	i
CC1CC(C)CN(S(=O)(=O)c2ccc(C(=O)Nc3ccc4ncsc4c3)cc2)C1 (stereo not drawn)	i
Cn1c2c(c(=O)[nH]c1=O)C(c1ccc(O)cc1)NC(=O)N2 (stereo not drawn)	i
COc1cc(C(=O)Nc2cc(C3CC3)nn2-c2nc(C)cc(=O)[nH]2)cc(OC)c1OC	i
O=C(Nc1ccc2c(c1)OCCO2)c1ccc(N2CCCCS2(=O)=O)cc1	i
COc1ccc(Cl)cc1S(=O)(=O)Nc1ccc2c(c1)N(C(=O)C1CCCO1)CC2 (stereo not drawn)	i
CC(=O)N1CCc2ccc(NC(=O)Nc3ccccc3C(F)(F)F)cc2C1	i
CC(O)(CNC(=O)c1cc(C(F)(F)F)cc(C(F)(F)F)c1)c1ccc2c(c1)OCO2 (stereo not drawn)	i
O=C(Nc1ccccc1Cl)N1CCC(c2ccsc2)CC1	i
CCCc1ccc(S(=O)(=O)NCCCCN2CCOC(c3ccccc3)C2)cc1 (stereo not drawn)	i

Looked up by structure from above:
SMILES	GIRK2 act
O=C(CCc1csc(NC(=O)c2ccccc2)n1)Nc1nc2ccc(Cl)cc2s1	i
COc1ccc(C(=O)Nc2ccc3c(c2)CCCN3S(C)(=O)=O)c(OC)c1	i

The list continues:
SMILES	GIRK2 act
Cc1cc(C)c2nc(N3CCN(C(=O)CCCS(=O)(=O)c4ccccc4)CC3)sc2c1	i
COc1ccc(N2C(=O)CN(CCc3cccs3)C3CS(=O)(=O)CC32)cc1 (stereo not drawn)	i
O=C(Nc1ccc2c(c1)OCO2)c1ccc(=O)n(Cc2ccccc2Cl)c1	i
O=C(NCCCn1nc(-c2ccccc2)ccc1=O)Nc1ccccc1F	i
COC(=O)c1ccc2c(c1)sc(=NC(=O)c1ccnn1C)n2CCSC	i
O=C(Cc1cccs1)NCCOc1ccc2nnc(-c3ccccc3)n2n1	i
Cc1cccc(NC(=O)N2CCN(c3cc(-n4nc(C)cc4C)ncn3)CC2)c1	i
O=C(/C=C/c1ccccc1)N1CCOC(c2ccc(C(F)(F)F)cc2)C1 (stereo not drawn)	i
N#Cc1ccsc1NC(=O)CS(=O)(=O)Cc1ccccc1	i
CC1CN(c2oc(-c3ccco3)nc2S(=O)(=O)c2ccc(F)cc2)CC(C)O1 (stereo not drawn)	i
CCOc1ccc(CC(=O)NCC2CCN(Cc3cccs3)CC2)cc1	i
COc1ccc2nc(-c3cccc(NS(=O)(=O)c4ccccc4)c3)cn2n1	i
CC(C)(C)n1ncc2c(=O)n(CCC(=O)N3CCN(c4ccccc4Cl)CC3)cnc21	i
COc1ccc(N2CC(C(=O)Nn3cnc4c(cnn4-c4ccc(C)cc4)c3=O)CC2=O)cc1 (stereo not drawn)	i
CC1CN(C(=O)CSc2ccnc3c2c(=O)n(C)c(=O)n3C)CC(C)O1 (stereo not drawn)	i

7 successive compounds from above:
SMILES	GIRK2 act
Cc1cc(C)c2nc(N3CCN(C(=O)CCCS(=O)(=O)c4ccccc4)CC3)sc2c1	i
COc1ccc(N2C(=O)CN(CCc3cccs3)C3CS(=O)(=O)CC32)cc1 (stereo not drawn)	i
O=C(Nc1ccc2c(c1)OCO2)c1ccc(=O)n(Cc2ccccc2Cl)c1	i
O=C(NCCCn1nc(-c2ccccc2)ccc1=O)Nc1ccccc1F	i
COC(=O)c1ccc2c(c1)sc(=NC(=O)c1ccnn1C)n2CCSC	i
O=C(Cc1cccs1)NCCOc1ccc2nnc(-c3ccccc3)n2n1	i
Cc1cccc(NC(=O)N2CCN(c3cc(-n4nc(C)cc4C)ncn3)CC2)c1	i

More compounds
SMILES	GIRK2 act
O=C(Nc1ccc2c(c1)N(C(=O)C1CCCC1)CC2)c1ccc2c(c1)OCO2	i
CC(=O)c1ccc(NC(=O)CSc2nc(=O)n(CCO)c3c2CCCC3)cc1	i
COc1cccc(C(=O)Nc2nnc(-c3ccc(Br)s3)o2)c1OC	i
CC(C)C(=O)N1CCCc2ccc(NC(=O)C(=O)NCCN3CCOCC3)cc21	i
CC1CN(C)CCN1CC1CCN(C(=O)c2cccn(C)c2=O)CC1 (stereo not drawn)	i
